TDP1 inh – TDP1 (human) enzyme inhibition. 350,000 tested, 0.28% active. Potency, µM (highest dose often 130 µM), without a hit: top-dose activity change, negative = inhibition, actives largely listed as inhibitors. recombinant TDP1, AlphaScreen DNA substrate cleavage. AID 485290. Q9NUW8; note: nearly all actives have a fitted effect of over 40% in size
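Enzyme-compound mixtures sat 15 min at room temperature, followed by a 5 min reaction with 15 nM final substrate and 10 min with AlphaScreen beads. Recombinant human Tdp1 was used at 1 nM final.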
GCN5L2 inh – GCN5L2 (KAT2A) acetyltransferase inhibition; AID 504327; GCN5L2 HAT assay, ThioGlo1 CoA-SH fluorescence; 390,000 tested, 0.21% active; Q92830; Potency, µM (top dose mostly 58.9 µM), inactives show at the highest dose activity change, negative = inhibition, hits mostly inhibitors
Target sequence (Q92830 whole entry, looked up): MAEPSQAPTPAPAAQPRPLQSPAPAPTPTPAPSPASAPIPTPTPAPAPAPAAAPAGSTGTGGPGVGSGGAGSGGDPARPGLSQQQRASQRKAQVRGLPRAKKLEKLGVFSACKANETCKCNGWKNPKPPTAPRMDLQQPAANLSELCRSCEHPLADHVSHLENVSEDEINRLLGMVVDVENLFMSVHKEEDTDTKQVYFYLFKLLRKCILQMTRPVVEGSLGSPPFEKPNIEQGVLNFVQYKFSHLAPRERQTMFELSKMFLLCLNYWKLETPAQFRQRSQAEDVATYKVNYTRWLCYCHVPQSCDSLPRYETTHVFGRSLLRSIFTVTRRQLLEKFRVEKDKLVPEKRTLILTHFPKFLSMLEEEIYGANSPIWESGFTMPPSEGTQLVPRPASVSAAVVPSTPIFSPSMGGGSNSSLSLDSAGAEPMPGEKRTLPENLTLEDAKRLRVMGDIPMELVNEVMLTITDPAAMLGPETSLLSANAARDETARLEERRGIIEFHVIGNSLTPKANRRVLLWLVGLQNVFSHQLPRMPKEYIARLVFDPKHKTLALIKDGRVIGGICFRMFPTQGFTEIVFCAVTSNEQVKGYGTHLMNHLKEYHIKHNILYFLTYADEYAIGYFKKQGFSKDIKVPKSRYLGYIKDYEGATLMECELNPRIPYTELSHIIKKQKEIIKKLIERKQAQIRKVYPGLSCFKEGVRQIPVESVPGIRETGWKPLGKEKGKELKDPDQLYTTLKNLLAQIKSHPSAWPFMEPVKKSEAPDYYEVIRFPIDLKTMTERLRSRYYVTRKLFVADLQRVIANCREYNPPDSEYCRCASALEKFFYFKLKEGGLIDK
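qHTS, 1536-well. 20nM enzyme, pH 7.5 HEPES/EDTA/Tween-20 buffer; 15 min compound preinc., RT. Start: 75uM H3(1-25), 70uM AcCoA, 50uM ThioGlo1. Read Ex340/Em540 at t=0 (autofluorescence flag) and t=20 min.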
DT40 TDP1 no CPT – qHTS for Inhibitors of human tyrosyl-DNA phosphodiesterase 1 (TDP1): qHTS in cells in absence of CPT. 420,000 tested, 15% active. Potency, µM (top dose mostly 46.2 µM), without a hit: top-dose activity change, negative = growth inhibition, actives largely listed as inhibitors. AID 686978, 2013. DT40 Tdp1-/- hTDP1 cells, no CPT, ATP luminescence, 48 h; note: nearly all actives have a fitted effect of over 55% in size
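Chicken DT40 Tdp1-/- cells stably complemented with human TDP1 were seeded at 400 cells/well with DMSO in place of 20 nM camptothecin. After compound pinning, cells grew at least 48 hr at 37 °C; viability read by CellTiter-Glo luminescence.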
The depositor's hits bear a star; u = inconclusive; x = not tested or not shown; [ ] = dose if it differs, or a comment. Calls come from the whole dose curve; as a rule, active = well fitted curve in the direction sought with a large enough effect; inconclusive = small, poorly fitted or top-dose-only effect, or another doubt; inactive = no such curve, though single readings can be large; an effect the other way counts as inactive or inconclusive. % is set by controls: 0 for no effect and ±100 for the full control effect; potency is the fitted concentration of half-maximal effect. Some of the compounds tested. The share of hits here may be higher or lower than overall.

Results follow in this order: GCN5L2 inh, DT40 TDP1 no CPT, TDP1 inh
O=C(COC(=O)c1ccccc1C(=O)c1ccc(Cl)cc1)NCC1CCCO1 (centres undefined)
→ -4%, -11%, 5%
Cc1ccc(N(Cc2ccccc2)C(=O)c2ccc(F)cc2)cc1
→ -1%, u, 6%
C=CCN1C(=O)C2C(C(=O)NCc3ccccc3)C3(C)C=CC2(O3)C1C(=O)NC(C)(C)C (centres undefined)
→ -9%, 1%, 4%
CC(=O)c1cccc(OCC(=O)N(C)CC(=O)Nc2ccc(F)cc2)c1
→ -11%, 2%, -1%
CN(C(=O)COC(=O)CNC(=O)c1ccccc1F)C1CCCCC1
→ u, 12%, x
O=c1c(C(c2ccc(O)cc2)c2c(O)nc3n(c2=O)CCCS3)c(O)nc2n1CCCS2
→ -10%, -9%, u
O=C(NCc1cccnc1)C1CCCN1S(=O)(=O)c1ccc(Cl)cc1 (centres undefined)
→ -8%, 2%, 1%
CCOc1ccccc1NC(=O)CN1C(=O)C(=O)c2ccccc21
→ -4%, 4.1µM*, 1%
O=C(CCCn1c(=O)[nH]c2cc(Cl)ccc2c1=O)NCCN1CCN(c2ccccc2)CC1
→ 1%, 23µM*, -4%
Cc1cccc(Nc2nc(NCc3ccco3)nc(N)c2[N+](=O)[O-])c1
→ -6%, -29%, -3%
O=C(/C=C/c1ccccc1)c1cc(Br)ccc(=O)c1O
→ -16%, 4.6µM*, x
COc1ccc(NC(=O)/C(Cl)=C(/Cl)S(=O)Cc2ccccc2)cn1 (centres undefined)
→ 2%, 0.018µM*, 5%
O=C(O)c1nc2nc(Cl)c(Cl)nc2[nH]1
→ 3%, -12%, x
Cc1cc(NC(=O)CSc2ccc3nnc(-c4ccccc4)n3n2)no1
→ 4%, -18%, 0%
CSc1nc2sc3c(c2c(=O)[nH]1)CCCC3
→ -7%, -13%, 0%
COc1cc(/C=N/NC(=O)CC2C(=O)NN=C2C)ccc1O (centres undefined)
→ 0%, -5%, 4%
CC(O)CCC(=O)NNC(=S)Nc1ccccc1 (centres undefined)
→ -5%, 11%, -2%
O=C(CSc1nc2c([nH]c3ccccc32)c(=O)n1-c1ccc(F)cc1)Nc1ccc2c(c1)OCCO2
→ 0%, -18%, 1%
N#CCCCSc1nnnn1-c1cccc(Cl)c1
→ -15%, -11%, 2%
COc1ccc(-c2nc3ccccc3o2)cc1NC(=O)c1cc(Br)ccc1OC
→ 1%, 9%, 2%[12.3 µM]
CC(=O)c1cc(NC(=O)c2cccc(C(F)(F)F)c2)c(=O)oc1/C=C/N(C)C
→ -4%, 1%, 4%
Cc1cc(NC(=O)Cc2ccccc2)no1
→ -1%, -12%, 8%
CC1CCCN(C(=O)COC(=O)C2CCN(S(=O)(=O)c3c(Cl)cccc3Cl)CC2)C1 (centres undefined)
→ -1%, -1%, 0%
CCOC(=O)[C@@H]1[C@H]2COc3cc(OC)ccc3[C@H]2N2C(=O)N(c3cccc(Cl)c3)C(=O)[C@@]12C
→ -9%, u, x
CCOC(=O)c1cnc(SC)nc1Oc1cccc(NS(=O)(=O)c2ccc(C)cc2)c1
→ -1%, 16µM*, 0%
COc1cccc(C2CC(=O)Nc3c2c(=O)[nH]c2ncnn32)c1OC (centres undefined)
→ -3%, x, 7%
Cc1ccc(NC(=S)Nc2ccc3cn[nH]c3c2)c(C)c1
→ -4%, -17%, 1%
CSc1ncc(Cl)c(C(=O)Nc2nnc(SC/C=C/c3ccccc3)s2)n1
→ -22%, -8%, 9%
COCc1cc(C)nc2sc3c(=O)n(-c4cc(C)ccc4C)nnc3c12
→ -8%, -2%, 2%
Cc1ccc(C)c(NC(=O)Cn2cc(S(=O)(=O)NC(C)C)c(S(=O)(=O)NC(C)C)c2)c1
→ 10%, -1%, -3%
O=[N+]([O-])c1cccc(P(=O)(O)c2cccc([N+](=O)[O-])c2)c1
→ 0%, 5%, 1%
CCOC(=O)c1cccc(NC(=O)CSc2nnc(-c3cccnc3)n2C)c1
→ 2%, -10%, 7%
CC(C)Sc1ccc([N+](=O)[O-])cc1C(=O)Nc1ccncc1
→ -5%, -18%, 9%
CCc1c(C#N)c(SCCC(=O)Nc2cccc(OC)c2)nc2c1C(=O)CC(C)(C)C2
→ -1%, 16µM*, 5%
Cc1ccc(C(=O)c2c3ccc(C(F)(F)F)cc3[n+]([O-])n2CCCC(N)=O)cc1
→ 1%, -14%, 2%
Cc1ccccc1OCC(=O)Nc1c(C)ccc2nsnc12
→ 0%, u, 7%
CCN(CC)S(=O)(=O)c1ccc2[nH]c(=O)cc(C(=O)Nc3ccccc3N3CCCC3)c2c1
→ -3%, 3%, 1%
CCOC(=O)CSc1nc2sc3c(c2c(=O)[nH]1)CCCC3
→ -6%, -16%, 5%
CC1CN(S(=O)(=O)c2ccc(C(=O)O)cc2)CC(C)O1 (centres undefined)
→ -1%, 10%, 0%
O=C(CSc1nc(Nc2ccc(F)cc2)c2ccccc2n1)c1ccc(F)cc1
→ -2%, u, 2%
Cc1cccc(CSC2=NCCN2C(=O)c2ccc(S(=O)(=O)N(C)C)cc2)c1
→ -7%, 23µM*, 2%
Cc1cc(C(=O)NCc2cccc(Br)c2)c2c(C)nn(-c3ccccc3)c2n1
→ -26%, -27%, 0%
CCCCn1cc(S(=O)(=O)c2ccc(CC)cc2)c(=O)c2cc(F)c(N3CCOCC3)cc21
→ -8%, 18µM*, -4%
CCOc1ccccc1NC(=O)CCc1c(C)nc2cc(-c3ccccc3)nn2c1C
→ -6%, 12µM*, 7%
O=C(Cc1ccccc1[N+](=O)[O-])Nc1ccccc1C(=O)N1CCOCC1
→ -2%, 0%, 0%
COc1ccccc1N1CCN(C2CC(=O)N(c3ccccc3)C2=O)CC1 (centres undefined)
→ -1%, -22%, x
O=C(NC1C2CC3CC(C2)CC1C3)c1ccc2c(c1)OCO2 (centres undefined)
→ -8%, -12%, x
CCCSc1nc2c(c(=O)[nH]c(=O)n2C)n1CCc1ccccc1
→ -3%, -23%, 2%
S=C(NCCc1ccncc1)Nc1ccccc1
→ -3%, -27%, 5%
O=C(NCc1ccccc1)c1ccc(C2SCC(=O)N2Cc2ccccc2)cc1 (centres undefined)
→ -6%, u, -2%
CCOc1ccc(-n2c(SCC(N)=O)nc3c(c2=O)SCC3)cc1
→ 0%, -7%, 9%
O=S(=O)(c1cccs1)n1cnc2ccccc21
→ -1%, u, 5%
CC1CCCC(NC(=O)CN2C(=O)NC(C)(c3cc(F)ccc3F)C2=O)C1C (centres undefined)
→ -2%, 3%, 1%
C[C@@H](C(=O)NCCc1ccccc1F)N1C(=O)N2CCc3c([nH]c4ccccc34)[C@@]2(C)C1=O
→ -7%, 9.2µM*, x
CC(C)Cn1c(-c2ccccc2)nc(=S)c2c1CCCC2
→ -8%, u, 7%
Cc1ccc(NC(=O)C(c2ccccc2)N2CCN(C(=O)c3ccco3)CC2)cc1Cl (centres undefined)
→ -4%, -21%, 3%
S=C(Nc1ccccc1)N1CCOCCOCCN(C(=S)Nc2ccccc2)CCOCCOCC1
→ -2%, u, -6%
CCc1ccc(-n2nc(CO)c(C(=O)NCCOC)n2)cc1
→ -1%, -20%, -7%
CC(C)CC(NC(=O)c1cccs1)c1nnc(SCc2ccc(Cl)c(Cl)c2)n1C (centres undefined)
→ -8%, u, 3%
O=C(OCC(=O)c1ccc(Cl)s1)c1cncc(Br)c1
→ -26%, -7%, 2%

(cont.)
Results follow in this order: GCN5L2 inh, DT40 TDP1 no CPT, TDP1 inh
CSc1ccc(C(=O)C2CCCN(S(=O)(=O)N(C)C)C2)cc1 (centres undefined)
→ -4%, u, 1%
CC(=O)c1cc(F)ccc1OCC(=O)N1CCCc2ccccc21
→ -1%, u, 0%
CCOC(=O)Cc1csc(SCC(=O)NC2CCCC(C)C2C)n1 (centres undefined)
→ 56%[activator], -25%, 3%
Clc1ccccc1C1=Nn2c(nnc2-c2ccco2)SC1
→ 1%, u, 6%
Cc1ccc(C(=O)N2CCCCC2C(=O)O)o1 (centres undefined)
→ 4%, 1%, 0%
COc1ccc(CCC(=O)Nc2cccc(Cl)c2)cc1
→ -11%, 11%, 3%
C/C(=N\N=C1/NC(=O)C(C)S1)c1ccc([N+](=O)[O-])cc1 (centres undefined)
→ -2%, -24%, 3%
Cc1ccc(C(c2sc3ncnn3c2O)N2CC(C)CC(C)C2)cc1 (centres undefined)
→ -4%, -26%, 5%
CC(=O)C1=C(O)C(=O)N(c2cccc(Br)c2)C1c1ccc(Br)cc1 (centres undefined)
→ 1%, -8%, 6%
O=C(c1cccc(S(=O)(=O)N2CCOCC2)c1)N1CCCCCC1
→ -18%, -19%, 7%
O=C(c1ccc2c3c(cccc13)CC2)C1CCCN(C(=O)c2cc[n+]([O-])cc2)C1 (centres undefined)
→ -5%, 0%, 6%
Cc1nc2ccc(NC(=O)COc3ccccc3)cc2s1
→ -5%, -23%, 0%
CC(C)(C)c1ccc(-c2nnc3sc(-c4ccccn4)nn23)cc1
→ -15%, u, 2%
Cc1cc(C)nc(Nc2ccc(C(=O)O)cc2)n1
→ -2%[0.501 µM], -10%, -2%
Cc1cc(Cl)c2oc(C(=O)N(C)Cc3ccon3)c(C)c2c1
→ -6%, -22%, -9%
CN(C)c1nc2c(c(=O)[nH]c(=O)n2C)n1Cc1ccccc1Br
→ 0%, u, 3%
COc1ccc(C)c2sc(=NC(=O)c3ccccc3)n(C)c12
→ 2%, 21µM*, 2%
O=C(NC(=S)Nc1ccccc1Br)C1CCC1
→ 1%, -2%, 2%[56.1 µM]
Cc1ccc(NC(=O)C/C(N)=N/OC(=O)Nc2ccc(C)c(Cl)c2)cc1
→ -3%, -10%, 1%
O=P(O)(CN1CCCCCC1)CN1CCCCCC1
→ 2%, x, -1%
CCN1CCc2nc3sc(C(=O)c4ccc(F)cc4)c(N)c3cc2C1
→ -3%, 23µM*, 9%
COc1ccc(CCNC(=S)NC(=O)c2ccccc2)cc1OC
→ -12%, -28%, 5%
CCN(CC)S(=O)(=O)c1ccc(C(=O)Nc2nnc(COC)o2)cc1
→ -3%, 7%, 5%
Cc1ccc(C2c3c(oc4ccccc4c3=O)C(=O)N2CCCN2CCOCC2)o1 (centres undefined)
→ 3%, -5%, -2%
Cc1cc(=O)oc2cc(NC(=O)Cc3ccccc3)ccc12
→ 3%, -20%, -17%[0.0935 µM]
Cc1ccc(C(=O)CC(C(=O)O)n2cncn2)cc1 (centres undefined)
→ -23%, 13%, x
Cc1ccncc1C(N)=O
→ -1%, 3%, u
Cc1cccnc1Nc1nc(-c2ccccn2)cs1
→ 0%, 0.15µM*, 12%
Cc1ccc(NC(=O)c2ccc(Cl)c(S(=O)(=O)N3CCCCC3)c2)nc1
→ 3%, -24%, 0%
COc1ccccc1OCCNC(=O)C1CC(=O)N(c2cccc(SC)c2)C1 (centres undefined)
→ 4%, u, 2%

In the list so far, these have a tert-butyl group.
Results follow in this order: GCN5L2 inh, DT40 TDP1 no CPT, TDP1 inh
C=CCN1C(=O)C2C(C(=O)NCc3ccccc3)C3(C)C=CC2(O3)C1C(=O)NC(C)(C)C (centres undefined)
→ -9%, 1%, 4%
CC(C)(C)c1ccc(-c2nnc3sc(-c4ccccn4)nn23)cc1
→ -15%, u, 2%

The list goes on:
Results follow in this order: GCN5L2 inh, DT40 TDP1 no CPT, TDP1 inh
O=C(CCCc1c[nH]c2ccccc12)N1CCN(c2ccc(N3CCOCC3)nn2)CC1
→ -4%, u, 2%
COc1cccc(NC(=O)c2oc3ccccc3c2NC(C)=O)c1
→ 9%, -18%, -1%
O=C1c2ccccc2NC(c2ccc(O)c(O)c2)N1c1ccccc1Cl (centres undefined)
→ -8%, u, 3%
CC/C(O)=N\S(=O)(=O)c1ccc(N=NN(C)C)cc1
→ 2%, -7%, 5%
Cc1[nH]c2ccccc2c1C(=O)COc1ccccc1F
→ 1%, u, -3%
CCc1ccc2[nH]c(=O)c(CN(CCO)C(=O)NCc3ccccc3)cc2c1
→ -6%, -7%, 10%
O=C(CSc1nccn1-c1cccc(Cl)c1)Nc1ccc2c(c1)OCCO2
→ -9%, -4%, 8%
O=c1c(Sc2ccccc2)c(C(F)(F)F)[nH]n1-c1ccccc1
→ u, u, 0%
O=C(Nc1cc(Cl)cc(Cl)c1)N1CCCN(Cc2ccccc2)CC1
→ -4%, u, 3%

Entries of single compounds as entered above. Order of screens: GCN5L2 inh | DT40 TDP1 no CPT | TDP1 inh
O=C(CCCc1c[nH]c2ccccc12)N1CCN(c2ccc(N3CCOCC3)nn2)CC1 reads -4% | u | 2%
COc1cccc(NC(=O)c2oc3ccccc3c2NC(C)=O)c1 reads 9% | -18% | -1%
CCc1ccc2[nH]c(=O)c(CN(CCO)C(=O)NCc3ccccc3)cc2c1 reads -6% | -7% | 10%
O=c1c(Sc2ccccc2)c(C(F)(F)F)[nH]n1-c1ccccc1 reads u | u | 0%

Compound activity (PubChem BioAssay)
